PGK inhibitor: qHTS Assay to Find Inhibitors of Phosphoglycerate Kinase. Phosphoglycerate kinase, glycosomal (Trypanosoma brucei brucei), P07378. PGK/GAPDH coupled, Kinase-Glo luminescence, 60 min. Potency, µM (top dose mostly 57.5 µM), for the others: at the top dose activity change, negative = inhibition, hits mostly inhibitors. 380,000 compounds, 0.043% hits. AID 602233, 2012; note: % is set by controls: 0 for no effect and ±100 for the full control effect; nearly all actives have a fitted effect of over 60% in size
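Luminescent ATP detection (Kinase-Glo Plus) follows a 60-minute room-temperature incubation, with wells lacking PGK as controls. Buffer: 100 mM TEA (pH 7.6), 5 mM MgCl2, 0.01% Tween-20. Coupling enzyme GAPDH (100 nM final) supplies unstable 1,3-BPG in-well.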
JMJD2A Tudor: qHTS Assay for Inhibitors of JMJD2A-Tudor Domain | AlphaScreen JMJD2A-Tudor / H3K4me3 peptide binding | Potency, µM (titrated, usually from 114 µM), without a hit: at the highest dose activity change, negative = inhibition, usual class: inhibitors | 390,000 compounds, 4.4% hits; note: % is set by controls: 0 for no effect and ±100 for the full control effect; nearly all actives have a fitted effect of over 50% in size
12-LOX inh: Primary qHTS assay for inhibitors of human arachidonate 12S-lipoxygenase (ALOX12): Round 2; 580,000 compounds, 1.1% hits; Potency, µM (highest dose often 108 µM), for inactives: top-dose activity change, negative = inhibition, actives largely listed as inhibitors; purified 12hLO, xylenol orange hydroperoxide absorbance; Polyunsaturated fatty acid lipoxygenase ALOX12 (Homo sapiens), P18054; AID 1671190, 2021; note: % is set by controls: 0 for no effect and ±100 for the full control effect
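Hydroperoxide product was detected by ferrous iron/xylenol orange as the 573 to 405 nm absorbance ratio. Arachidonic acid at 40 uM (final) was turned over for 30 min at room temperature by 150 nM human 12hLO, pH 7.0 Hepes buffer, after 15 min compound preincubation.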
RGS4 inh: Inhibitors of Regulator of G Protein Signaling (RGS) 4: qHTS. Potency, µM (top dose mostly 114 µM), for the others: at the top dose activity change, negative = inhibition, usual class: inhibitors. Regulator of G-protein signaling 4 (Homo sapiens), P49798. 390,000 compounds, 0.039% hits. AID 504845, 2011. Transcreener GDP fluorescence polarization, RGS4-accelerated GTP hydrolysis; note: % is set by controls: 0 for no effect and ±100 for the full control effect; nearly all actives have a fitted effect of over 75% in size; some results filed as inactive show a strong effect at the top dose
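MLSMR compounds (23 nl, pin-transferred) preincubated 10 min at room temperature with a 500nM (2x) first reagent, then RGS4 at 900nM (2x) plus Transcreener GDP mix added; fluorescence polarization (620/688 nm) read before and after 90 min at 30 °C.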
TrxR1 inh: qHTS Assay for Inhibitors of Mammalian Selenoprotein Thioredoxin Reductase 1 (TrxR1): qHTS; Thioredoxin reductase 1, cytoplasmic (Rattus norvegicus), O89049; 390,000 compounds, 1% hits; recombinant rTrxR1, NADPH fluorescence consumption, selenite substrate; AID 588453, 2011; Potency, µM (titrated, usually from 114 µM), for inactives: at the top dose activity change, negative = inhibition, hits mostly inhibitors; note: % is set by controls: 0 for no effect and ±100 for the full control effect; nearly all actives have a fitted effect of over 65% in size
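Rat TrxR1 (90 nM in the dispensed reagent) was pre-reduced with 400 uM NADPH for 5 min at room temperature, then incubated with compound for 15 min. After 400 uM selenite was added, NADPH fluorescence (Ex 340/Em 450 nm) was followed for 8 min.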
Pin1 inhibitor: qHTS Assay to Find Inhibitors of Pin1 | AID 504891, 2011 | Pin1 FP peptide displacement, HiFluor488, 10 min | 390,000 compounds, 0.009% hits | Peptidyl-prolyl cis-trans isomerase NIMA-interacting 1 (Homo sapiens), Q13526 | Potency, µM (series often up to 115 µM), without a hit: at the highest dose activity, negative = inhibition, most hits filed as inhibitors; active = well fitted inhibition curve with a large enough effect in the polarisation, with a control signal flat, not every such curve was filed as active; inconclusive = small, poorly fitted or top-dose-only effect, or effect the other way, or a change in a side signal; inactive = no such curve, though single readings can be large or run the other way; the % refers to the polarisation; note: % is set by controls: 0 for no effect and ±100 for the full control effect
ERG Ets-DNA blk: qHTS for Small Molecule Inhibitors of the ERG Ets/DNA interaction. Transcriptional regulator ERG (Homo sapiens), P11308. fluorescence polarization, His-ERG Ets domain / labelled DNA. Potency, µM (titrated, usually from 76.9 µM), for the others: at the highest dose FP activity, negative = inhibition, most hits filed as inhibitors. 370,000 compounds, 0.028% hits; active = well fitted inhibition curve with a large enough effect in the polarisation, with a control signal flat; inconclusive = small, poorly fitted or top-dose-only effect, or effect the other way, or a change in a side signal; inactive = no such curve, though single readings can be large or run the other way; the % refers to the polarisation;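 note: polarization taken with two DNA probes labelled with fluorescein and Texas red; % of control where 0% means no effect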
Target sequence (P11308 whole entry, looked up, the tested form may be a part): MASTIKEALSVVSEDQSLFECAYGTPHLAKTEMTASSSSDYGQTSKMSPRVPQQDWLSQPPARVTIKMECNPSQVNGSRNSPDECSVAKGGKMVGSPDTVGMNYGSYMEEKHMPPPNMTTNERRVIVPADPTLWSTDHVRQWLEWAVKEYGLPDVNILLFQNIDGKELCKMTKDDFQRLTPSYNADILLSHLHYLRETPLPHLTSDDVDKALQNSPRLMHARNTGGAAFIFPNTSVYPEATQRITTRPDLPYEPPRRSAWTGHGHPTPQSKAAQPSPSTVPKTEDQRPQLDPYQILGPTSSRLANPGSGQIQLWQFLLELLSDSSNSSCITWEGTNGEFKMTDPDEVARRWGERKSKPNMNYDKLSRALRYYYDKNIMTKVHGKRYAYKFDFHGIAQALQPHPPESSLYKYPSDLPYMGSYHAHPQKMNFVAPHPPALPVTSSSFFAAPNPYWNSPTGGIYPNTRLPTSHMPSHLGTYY
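His-tagged ERG Ets domain (1 uM in the protein solution; 300mM KCl, 50mM Tris-HCl, 1mM EDTA, 1mM DTT, pH 7.5) received compound, then a probe mix of 5 nM fluorescein-DNA and 100nM Texas-615-DNA. Fluorescence polarization was read for both dyes.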
HP1b chromo inh: HTS for Inhibitors of HP1-beta Chromodomain Interactions with Methylated Histone Tails. AlphaScreen HP1-beta / biotin-H3K9me3 peptide binding. Chromobox protein homolog 1 (Homo sapiens), P83916. 390,000 compounds, 0.56% hits. AID 540317, 2011. Potency, µM (doses to about 114 µM), for the others: at the highest dose activity change, negative = inhibition, actives largely listed as inhibitors; note: nearly all actives have a fitted effect of over 70% in size; inactives centre near 23
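AlphaScreen: HP1-beta (50 nM) preformed 30 min with biotin-H3(1-18)K9me3 peptide (50 nM) in PBS pH 7.4, 0.01% Tween-20. Compound added for 30 min at RT, then streptavidin donor/nickel chelate acceptor beads (10 ug/mL) for 30 min.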
GLS inhibitor: qHTS for Inhibitors of Glutaminase (GLS); Potency, µM (titrated, usually from 45.5 µM), for the others: top-dose activity change, negative = inhibition, usual class: inhibitors; AID 624170, 2012; GLS enzymatic activity, qHTS titration; Glutaminase kidney isoform, mitochondrial (Homo sapiens), O94925; 410,000 compounds, 0.21% hits; note: % is set by controls: 0 for no effect and ±100 for the full control effect
Target sequence (O94925 whole entry, looked up, canonical isoform): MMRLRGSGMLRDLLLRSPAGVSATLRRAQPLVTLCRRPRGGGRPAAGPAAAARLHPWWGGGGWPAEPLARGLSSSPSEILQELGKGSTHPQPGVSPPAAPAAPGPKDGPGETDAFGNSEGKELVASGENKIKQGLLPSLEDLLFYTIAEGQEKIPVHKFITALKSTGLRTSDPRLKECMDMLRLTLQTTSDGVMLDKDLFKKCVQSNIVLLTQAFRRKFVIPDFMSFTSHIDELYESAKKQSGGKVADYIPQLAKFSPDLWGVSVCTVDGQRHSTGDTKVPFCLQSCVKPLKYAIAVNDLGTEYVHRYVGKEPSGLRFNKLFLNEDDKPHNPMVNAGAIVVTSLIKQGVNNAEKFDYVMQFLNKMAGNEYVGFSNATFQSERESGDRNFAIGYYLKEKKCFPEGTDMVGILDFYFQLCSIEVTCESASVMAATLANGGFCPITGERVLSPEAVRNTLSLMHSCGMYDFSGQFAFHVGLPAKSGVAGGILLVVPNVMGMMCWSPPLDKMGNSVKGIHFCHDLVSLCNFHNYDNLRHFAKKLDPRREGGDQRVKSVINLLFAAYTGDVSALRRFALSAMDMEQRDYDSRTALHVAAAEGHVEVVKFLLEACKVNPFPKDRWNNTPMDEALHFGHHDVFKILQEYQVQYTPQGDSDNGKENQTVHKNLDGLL
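Assay buffer: 45 mM KH2PO4 pH 8.2, 0.02% Tween-20. hKGA acts on L-glutamine (1 mM solution added); product glutamate is reported by an oxidase/peroxidase Amplex Red coupling, with fluorescence taken at baseline and 30 min.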
Starred values were filed as active, the others as inactive; i = inactive; ? = inconclusive; . = no result given; [ ] = another dose, or the depositor's remark. Unless noted, calls come from the whole dose curve; as a rule, active = well fitted curve in the direction sought with a large enough effect; inconclusive = small, poorly fitted or top-dose-only effect, or another doubt; inactive = no such curve, though single readings can be large; an effect the other way counts as inactive or inconclusive. Potency is the fitted concentration of half-maximal effect.

# | Molecule | PGK inhibitor | JMJD2A Tudor | 12-LOX inh | RGS4 inh | TrxR1 inh
1 | CC(C)(C)C1CCC(=NNC(=O)c2ccc(Br)o2)CC1 (centres undefined) | -5% | 5% | 1% | -44% | 8%[57.1 µM]
2 | CC(Sc1ccc(Cl)cc1)C(=O)NNC(=O)c1csc(N2CCOCC2)n1 (centres undefined) | 2% | -19% | 0% | 37% | -6%
3 | COc1cccc(NC(=O)c2sc3nc(C)c(C(=O)Nc4ccc(C)cc4C)c(-c4sccc4C)c3c2N)c1 | i | 7% | 4% | 8% | -11%
4 | Cc1cc(OC(=O)c2cc(Cl)ccc2Cl)c([N+](=O)[O-])c(=O)[nH]1 | -4% | -33% | ? | 8% | 7%
5 | Cc1nc(CC(=O)Nc2nc(-c3ccccc3)cs2)cs1 | 13% | -7% | 0%[57.4 µM] | 7% | 8%
6 | COc1ccc(Br)cc1C1C(C(=O)Nc2ccc(C)cc2C)=C(C)Nc2ncnn21 (centres undefined) | -7% | -15% | -8% | 10% | -1%
7 | O=C(CN1CCOCC1)N1CCc2ccccc2C(c2ccccc2)C1 (centres undefined) | 5% | -2% | ? | 10% | -1%
8 | CCc1ccc(Oc2nnnn2-c2ccc(C(N)=O)cc2)cc1 | i | -16% | -3% | 7% | 36%
9 | CCSc1nnc(NC(=O)Cn2cnc3ccccc3c2=O)s1 | -2% | -9% | -2% | -7% | 13%
10 | Cc1cc(C)n(/N=C/c2cccs2)c(=O)c1C#N | 0% | -18% | -5% | 26% | 1%
11 | O=C(CSc1nnc(C2CCCCC2)n1Cc1ccccc1)NCc1ccco1 | -3% | 28µM* | 0% | -85%[56.9 µM] | 45µM*
12 | C/C=C1\COC(C(=O)NC)(C(F)(F)F)C=C1C=C1CCCCC1 (centres undefined) | . | -10% | . | ? | 1.4µM*
13 | CCOC(=O)C1[C@H]2C(=O)N(C(C)c3ccc(OC)cc3)C[C@]23C=C[C@H]1O3 (some centres undefined) | -4% | -4% | -9% | 18% | 10%
14 | Cc1ccc(C)c(CN2C(=O)c3ccccc3S(=O)(=O)c3ccc(C(=O)N4CCN(Cc5ccccc5)CC4)cc32)c1 | i | -34% | -2% | 8% | -10%
15 | CCCNC(=O)c1ccc2c(c1)N(Cc1cccc(C)c1)C(=O)c1ccccc1S2 | 5% | -22% | ? | 6% | 0%[57.1 µM]

# | Pin1 inhibitor | ERG Ets-DNA blk | HP1b chromo inh | GLS inhibitor
1 | -10% | -4% | 49%[activator] | -35%
2 | 8% | 2% | 30% | 8%
3 | ? | -11% | 62%[activator] | 3%
4 | -1% | 3% | 24% | -1%
5 | 6% | -2% | 26% | 4%
6 | -5% | 3% | 7% | 5%
7 | 2% | 9% | 41%[activator] | 8%
8 | 12% | 20% | 31% | -2%
9 | -2% | -2% | 5%[57 µM] | -2%
10 | -3% | -7% | 28% | -4%
11 | ? | -4% | ? | 30%
12 | 1% | . | 47%[activator] | .
13 | 3% | 5% | 28% | -2%
14 | 10% | -8% | 13% | 6%
15 | 53%[activator] | -5% | -11% | -14%

# | Molecule | PGK inhibitor | JMJD2A Tudor | 12-LOX inh | RGS4 inh | TrxR1 inh
16 | O=S(=O)(c1cccc(NC(=S)N2CCN(c3cccc(Cl)c3)CC2)c1)C(F)F | -1% | -24% | -25% | -21% | 15%[57.1 µM]
17 | CC(C)C12CN(C(=O)c3ccccc3[N+](=O)[O-])CC(C(C)C)(CN(C(=O)c3ccccc3[N+](=O)[O-])C1)C2=O | 8% | -13% | 0% | 5% | 4%[57.1 µM]
18 | O=C(NCC(=O)N(c1cccnc1)C(C(=O)NC1CCCC1)c1ccccc1F)c1ccco1 (centres undefined) | 0% | -12% | . | 3% | 22%[57.1 µM]
19 | N#Cc1c(SCC(=O)O)nc(N2CCCCC2)c2c1CCCC2 | -9% | 12% | 0% | -38% | 0%[11.4 µM]
20 | COc1ccc(-c2nc3sc(CCNC(=O)c4cc(OC)c(OC)c(OC)c4)c(C)n3n2)cc1 | -5% | -15% | -12% | -29% | 21%[57.1 µM]
21 | COc1ccccc1OCCC(=O)OCC(=O)Nc1ccc(S(=O)(=O)N2CCOCC2)cc1 | -9% | -12% | 4% | -9% | 9%[57.1 µM]
22 | CCN1CCN(c2ccc(NC(=O)c3ccc(Br)o3)cc2)CC1 | -16% | -11% | 19% | 24% | 15%
23 | COc1cccc(C2=Nc3cccc4cccc(c34)N2)c1 | -12% | 50µM* | ? | -26% | -1%[57.1 µM]
24 | O=C(O)C(Cc1ccccc1)n1cnnn1 (centres undefined) | 0% | -2% | 0% | 6% | 12%[11.4 µM]
25 | COc1ccccc1-c1cccc([C@@H]2C[C@H]3[C@H](CON3C)CN2C(C)=O)c1 | 1% | -11% | -38% | 20% | -9%
26 | O=C(COC(=O)c1ccccc1NC(=O)c1ccco1)NC1CC1 | -5% | -8% | ? | -15% | 21%
27 | COc1ccc(-c2noc(-c3ccc(NC4CCCCC4)c([N+](=O)[O-])c3)n2)cc1OC | 6% | -2% | 0% | 6% | 8%
28 | CS(=O)(=O)N(CCCC(=O)N1CCCCCC1)c1cccc(Cl)c1 | -9% | -10% | 119%[activator] | -1% | 33%[2.29 µM]
29 | Cc1cc(Oc2c(C(F)(F)F)oc3c(CN4CCC(C)CC4)c(O)ccc3c2=O)cc(C)c1Cl | 1% | -10% | -22% | 12% | 3%
30 | CCn1c(=O)cc(N2CCC3(CC2)OCCO3)[nH]c1=O | -10% | 1% | 13% | -19% | ?

# | Pin1 inhibitor | ERG Ets-DNA blk | HP1b chromo inh | GLS inhibitor
16 | 5% | 1% | 13% | -14%
17 | -2% | 8% | 6% | -4%
18 | -9% | 2% | 27% | -1%
19 | -5% | 10% | 27% | 23%
20 | 2% | -1% | 19% | 2%
21 | 0% | 0% | 19% | -1%
22 | -1% | 11% | 23% | 12%
23 | -14% | 0% | ? | 11µM*
24 | -4% | -14% | 19% | 6%
25 | 3% | -4% | 19% | 3%
26 | 0% | -1% | 27% | 3%
27 | -2% | 2% | 43%[activator] | 0%
28 | 0% | -6% | 33% | -2%
29 | -14% | -13% | 24% | 4%
30 | -9% | 11% | 33% | 14%

Full records as entered above:
COc1cccc(NC(=O)c2sc3nc(C)c(C(=O)Nc4ccc(C)cc4C)c(-c4sccc4C)c3c2N)c1 reads PGK inhibitor: i; JMJD2A Tudor: 7%; 12-LOX inh: 4%; RGS4 inh: 8%; TrxR1 inh: -11%; Pin1 inhibitor: ?; ERG Ets-DNA blk: -11%; HP1b chromo inh: 62%[activator]; GLS inhibitor: 3%
COc1ccccc1OCCC(=O)OCC(=O)Nc1ccc(S(=O)(=O)N2CCOCC2)cc1 reads PGK inhibitor: -9%; JMJD2A Tudor: -12%; 12-LOX inh: 4%; RGS4 inh: -9%; TrxR1 inh: 9%[57.1 µM]; Pin1 inhibitor: 0%; ERG Ets-DNA blk: 0%; HP1b chromo inh: 19%; GLS inhibitor: -1%

Continuation:
# | Molecule | PGK inhibitor | JMJD2A Tudor | 12-LOX inh | RGS4 inh | TrxR1 inh
31 | CC(C)c1nc(CN2CCCCC2)cc(=O)[nH]1 | -8% | -13% | -2% | 16% | 22%[57.1 µM]
32 | O=C(NCc1ccccc1)c1ccc(NC(=O)C2CC2)cc1 | i | -15% | 1% | 16% | 10%
33 | COC(=O)c1c(C)[nH]c(C=Nc2ccc(OC)cc2)c1C | -1% | -32% | 19% | -9% | -11%
34 | Clc1cccc(-n2ncc3c(NCCCc4ccccc4)ncnc32)c1 | 5% | 29% | ? | 33% | 26%[57.1 µM]
35 | CC(NC(=O)/C=C/c1cnc2ccccc2n1)C12CC3CC(CC(C3)C1)C2 (centres undefined) | i | -20% | ? | -27% | -13%
36 | CC(=O)Nc1ccc(S(=O)(=O)NNC(=O)NC23CC4CC(CC(C4)C2)C3)cc1 | 2% | -3% | -5% | 11% | 6%
37 | Cc1ccc(C)c(C(=O)CSc2nnnn2C(C)C)c1 | -10% | 22% | 0% | -9% | 6%
38 | CCC(C)n1[nH]c(=O)cc1N (centres undefined) | -4% | -9% | 14% | -6% | -17%
39 | Cc1nn(C)c(C)c1NC(=O)CSc1nnc(C)n1-c1ccccc1 | 0% | -7% | 13% | -16% | 9%

# | Pin1 inhibitor | ERG Ets-DNA blk | HP1b chromo inh | GLS inhibitor
31 | -3% | 9% | 21% | 2%
32 | 1% | 14% | 23% | 0%
33 | -1% | -1% | 3% | 1%
34 | -2% | -5% | 78%[activator] | 3%
35 | 10% | 2% | ? | -3%
36 | 3% | -13% | 21% | 25%
37 | -2% | 4% | 35%[activator] | 7%
38 | 5% | . | 47%[activator] | -6%
39 | -2% | 1% | 32% | -1%

Bioassay records as filed in PubChem BioAssay.

An excerpt; rates above refer to the full screens.
